Phagocyt inh: macrophage phagocytosis inhibition; inhibition, % at 5 µM; 0.07% of 110,000 active; J774A.1 macrophage IgG-bead phagocytosis, imaging; AID 1029;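 active = inhibition above the mean of the plate negative controls plus 5 SD, cut at about 13% in these data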;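 note: phagocytic index as fraction of beads internalized from green versus red external bead signal; plate controls were DMSO negative control for no effect and cytochalasin-D positive control for full effect; some results beyond the cut were filed as inactive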
Measles CPE: protection of cells from measles virus | Measles virus-infected cells, CPE protection, absorbance | protection (pct of control), % at 4 µM | 1.5% of 140,000 active | AID 841; in the data active = protection mostly above about 24%, no sharp cut-off; inactive = mostly below about 26%; note: some compounds called inactive have numbers as strong as hits
E-sel TNF inh: TNF alpha driven E-selectin expression inhibition. HUVEC TNFa-induced E-selectin immunofluorescence, high content. inhibition, % at 2 µM. 0.71% of 120,000 active. AID 1246;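 active = inhibition above the batch mean plus 3 SD, and confirmed as a hit on visual image review, cut at about 43% in these data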;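 note: 0% = TNF-stimulated DMSO wells and 100% = unstimulated control wells; not every result past the cut was called active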
HCT116 PTEN-null: PTEN-deleted cell growth suppression | viability, % at 10 µM | 1.2% of 140,000 active | HCT116 PTEN-null viability, CellTiter-Glo, 60 h; stronger effect = lower value;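 active = viability at or below a set limit, 4 SD under the median of all tested compounds, cut at about 3.7% in these data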;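 note: PTEN knockout HCT116 line with beta catenin targeted HCT116 as companion control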
BB579 growth dn: yeast BB579 growth reduction in restrictive medium; S. cerevisiae BB579 growth, OD615, 48 h; inhibition, % at 10 µM; 0.51% of 140,000 active;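 active = inhibition above a set limit, 3 SD over the mean compound inhibition, cut at about 44% in these data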; note: inactives centre near -24
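test system = yeast BB579 (DeaD) | buffer or medium = restrictive CSMM-D medium | doses = single compound dose of 10 µM, 0.25% DMSO final | times = 4 h preincubation and 48 h exposure at 30 °C | technique = culture absorbance at 615 nm | benchmarks = amphotericin B 10 µg/mL, positive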
MRP-1 activ: activators of MRP-1; AID 799; 0.61% of 140,000 active; H69AR cells + doxorubicin, viability rescue, CellTiter-Glo; viability increase, % at 10 µM;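 active = viability gain under doxorubicin at or above a set limit, the compound median plus 3 SD, cut at about 4.7% in these data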;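 note: MRP-1 overexpressing cells given doxorubicin 25 µM after compound pretreatment; 18-22 h compound pretreatment then 72 h with doxorubicin before readout; 0% = doxorubicin-only wells and 100% = vehicle-treated cells without doxorubicin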
NPY Y2 blocker: blocks the human neuropeptide Y Y2 receptor; P49146; NPY-Y2 expressing cells, antagonist mode; inhibition, % at 2.7 µM; 0.99% of 140,000 active; in the data active = inhibition above about 17%;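 note: 0% = vehicle with agonist challenge and 100% = reference antagonist with challenge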
Target sequence (P49146 whole entry, looked up): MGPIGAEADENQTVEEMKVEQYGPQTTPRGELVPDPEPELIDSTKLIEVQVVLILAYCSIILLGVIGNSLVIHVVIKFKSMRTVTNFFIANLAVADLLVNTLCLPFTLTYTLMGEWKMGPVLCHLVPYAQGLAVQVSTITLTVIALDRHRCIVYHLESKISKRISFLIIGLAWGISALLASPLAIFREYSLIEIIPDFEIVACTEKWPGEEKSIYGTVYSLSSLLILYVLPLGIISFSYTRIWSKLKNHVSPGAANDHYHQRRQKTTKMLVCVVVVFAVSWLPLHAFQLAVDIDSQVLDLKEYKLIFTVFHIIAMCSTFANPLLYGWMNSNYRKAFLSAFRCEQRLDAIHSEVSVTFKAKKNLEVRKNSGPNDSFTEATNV
Yeast lifespan up: extends the lifespan of yeast. S. cerevisiae growth with nicotinamide, OD615; deaD strain in restrictive glucose medium. inhibition of the nicotinamide effect, % at 10 µM. 0.68% of 130,000 active;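 active = inhibition above a set limit, placed 3 SD over the median of all compounds, cut at about 26% in these data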;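 note: 0% = nicotinamide-treated wells and 100% = cells grown without nicotinamide; some compounds called inactive have numbers as strong as hits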
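Buffer or medium: CSMM-D glucose medium, restrictive; test system: modified budding yeast, DeaD strain; compound: single dose 10 µM compound, 0.25% DMSO; schedule: culture preincubation 4 h, compound exposure 48 h, both 30 °C; detection: optical density (absorbance) at 615 nm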
GALR2 blocker: antagonists of human galanin receptor 2 (GALR2). O43603. GALR2-expressing cells, antagonist mode. inhibition, % at 4 µM. 0.39% of 140,000 active; in the data active = inhibition above about 27%;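 note: cells stimulated with galanin 1-16 at roughly its EC80; 0% = agonist challenge control and 100% = basal control without agonist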
Target sequence (O43603 whole entry, looked up): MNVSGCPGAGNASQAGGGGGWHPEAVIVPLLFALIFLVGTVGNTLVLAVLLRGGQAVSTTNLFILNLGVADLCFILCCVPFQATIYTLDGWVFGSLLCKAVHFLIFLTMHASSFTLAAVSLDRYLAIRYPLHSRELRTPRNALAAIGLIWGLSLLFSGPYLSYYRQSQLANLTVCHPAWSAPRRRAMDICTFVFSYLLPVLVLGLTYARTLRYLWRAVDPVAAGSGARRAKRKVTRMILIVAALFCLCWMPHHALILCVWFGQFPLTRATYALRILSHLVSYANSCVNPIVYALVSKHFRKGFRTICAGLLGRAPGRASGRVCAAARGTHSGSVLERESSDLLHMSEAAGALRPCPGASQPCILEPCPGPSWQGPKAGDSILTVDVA
HCT116 bCat-KO: beta-catenin-lacking colon tumor cell growth suppression | HCT116 beta-catenin knockout viability, CellTiter-Glo, 60 h; stronger effect = lower value | viability, % at 10 µM | 1.5% of 140,000 active | AID 818;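 active = viability at or under a set limit, the compound median less 4 SD, cut at about 6% in these data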;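 note: 0% = Hyamine 1622 control at 20 µM and 100% = untreated cell control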
Numbers without * were called inactive.

Screening CC1(C)C(=O)C2(CCCCC2)C(=O)OC1c1cccs1 (centres undefined) returned Phagocyt inh 0, Measles CPE 25, E-sel TNF inh -28, HCT116 PTEN-null 98, BB579 growth dn -28, MRP-1 activ -2.7, NPY Y2 blocker 6, Yeast lifespan up -2, GALR2 blocker 4 and HCT116 bCat-KO 96.
Cc1ccccc1C(=O)NCc1ccncc1 was read as Phagocyt inh 0, Measles CPE 5, E-sel TNF inh -11, HCT116 PTEN-null 104, BB579 growth dn -27, MRP-1 activ 1.3, NPY Y2 blocker 4, Yeast lifespan up -2, GALR2 blocker -6 and HCT116 bCat-KO 95.
Screening Cc1ccc(CCN2CC(C(=O)NCCN3CCOCC3)CC2=O)cc1 (centres undefined) returned Phagocyt inh 1, Measles CPE 5, E-sel TNF inh 6, HCT116 PTEN-null 110, BB579 growth dn -37, MRP-1 activ 0.2, NPY Y2 blocker 2, Yeast lifespan up -4, GALR2 blocker -2 and HCT116 bCat-KO 85.
O=C(COc1ccc(S(=O)(=O)Nc2ccccc2)cc1)NCc1cccnc1 was read as Phagocyt inh 7, Measles CPE 22, E-sel TNF inh 12, HCT116 PTEN-null 88, BB579 growth dn -5, MRP-1 activ -3.0, NPY Y2 blocker 1, Yeast lifespan up 3, GALR2 blocker 0 and HCT116 bCat-KO 103.
Screening CC(=O)NS(=O)(=O)c1ccc(NC(=S)NC(=O)C(C)C)cc1 returned Phagocyt inh 0, Measles CPE 14, E-sel TNF inh -14, HCT116 PTEN-null 115, BB579 growth dn -45, MRP-1 activ -0.1, NPY Y2 blocker -2, Yeast lifespan up -9, GALR2 blocker -5 and HCT116 bCat-KO 111.
For Cc1cc(NC(=O)c2ccc3nc(C)sc3c2)no1 the results were Phagocyt inh -2, Measles CPE 60*, HCT116 PTEN-null 100, BB579 growth dn -22, MRP-1 activ 1.4, NPY Y2 blocker -2, Yeast lifespan up -10, GALR2 blocker 5 and HCT116 bCat-KO 102.
Screening COc1ccc(CN(CCN(C)C)Cc2ccccc2)c(OC)c1 returned Phagocyt inh 0, Measles CPE 3, E-sel TNF inh -4, HCT116 PTEN-null 52, BB579 growth dn -13, MRP-1 activ -1.3, NPY Y2 blocker 20*, Yeast lifespan up 3, GALR2 blocker -7 and HCT116 bCat-KO 46.
CC(Sc1nc(N2CCCCC2)c2c(c1C#N)CCCC2)C(=O)O (centres undefined) was read as Phagocyt inh -1, Measles CPE 20, E-sel TNF inh -15, HCT116 PTEN-null 97, BB579 growth dn -41, MRP-1 activ -4.7, NPY Y2 blocker 5, Yeast lifespan up 18, GALR2 blocker 3 and HCT116 bCat-KO 100.
Screening COc1ccccc1N(CC(=O)NC(C)C)S(=O)(=O)c1cccs1 returned Phagocyt inh 0, Measles CPE 31, HCT116 PTEN-null 92, BB579 growth dn -13, MRP-1 activ -2.4, NPY Y2 blocker 2, Yeast lifespan up -2, GALR2 blocker -4 and HCT116 bCat-KO 91.
Screening CN(CC(=O)N1CCCCCC1)S(=O)(=O)c1ccc(Br)s1 returned Phagocyt inh -1, Measles CPE 24, E-sel TNF inh 6, HCT116 PTEN-null 94, BB579 growth dn -32, MRP-1 activ -4.0, NPY Y2 blocker 1, Yeast lifespan up 6, GALR2 blocker -20 and HCT116 bCat-KO 93.
`COc1cccc(/C=N/Nc2ccc(S(=O)(=O)O)cc2)c1O` gave Phagocyt inh -3, Measles CPE 4, E-sel TNF inh -9, HCT116 PTEN-null 100, BB579 growth dn -32, MRP-1 activ -0.8, NPY Y2 blocker 1, Yeast lifespan up -15, GALR2 blocker -8 and HCT116 bCat-KO 96.
CSCC[C@H](NC(=O)Nc1ccc(C)cc1C)C(=O)O was read as Phagocyt inh 4, Measles CPE 1, E-sel TNF inh 15, HCT116 PTEN-null 100, BB579 growth dn -14, MRP-1 activ -0.4, NPY Y2 blocker 3, Yeast lifespan up -2, GALR2 blocker 6 and HCT116 bCat-KO 100.
`CCCNC(=O)CC1Sc2ccccc2NC1=O` (centres undefined) gave Phagocyt inh 0, Measles CPE 13, E-sel TNF inh 5, HCT116 PTEN-null 92, BB579 growth dn -77, MRP-1 activ -1.0, NPY Y2 blocker 0, Yeast lifespan up -3, GALR2 blocker 1 and HCT116 bCat-KO 88.
Screening CCS(=O)c1ccccc1C(=O)O (centres undefined) returned Phagocyt inh 0, Measles CPE 16, E-sel TNF inh 13, HCT116 PTEN-null 102, BB579 growth dn -30, MRP-1 activ -0.9, NPY Y2 blocker 0, Yeast lifespan up -2, GALR2 blocker 9 and HCT116 bCat-KO 94.
`CSc1nc(-c2ccco2)cc(-c2ccccc2)c1C#N` gave Phagocyt inh -1, Measles CPE 3, E-sel TNF inh -4, HCT116 PTEN-null 83, BB579 growth dn -33, MRP-1 activ -3.0, NPY Y2 blocker 6, Yeast lifespan up 2, GALR2 blocker 1 and HCT116 bCat-KO 87.
CCC(C)NC(=O)C1CCCN1S(=O)(=O)c1ccc(Cl)cc1 (centres undefined) was read as Measles CPE 9, E-sel TNF inh -5, HCT116 PTEN-null 97, BB579 growth dn -2, MRP-1 activ -3.3, NPY Y2 blocker -1, GALR2 blocker 2 and HCT116 bCat-KO 98.
`Cc1onc(-c2c(F)cccc2Cl)c1C(=O)OCn1nnc2ccccc2c1=O` gave Measles CPE 3, E-sel TNF inh -12, HCT116 PTEN-null 86, BB579 growth dn -32, MRP-1 activ -1.5, NPY Y2 blocker 2, GALR2 blocker 10 and HCT116 bCat-KO 91.
For CCOC(=O)c1cccc(NC(=O)CSc2nnc(-c3cccnc3)n2C)c1 the results were Phagocyt inh 0, Measles CPE 4, E-sel TNF inh -11, HCT116 PTEN-null 107, BB579 growth dn -58, MRP-1 activ -1.3, NPY Y2 blocker 1, Yeast lifespan up -10, GALR2 blocker -6 and HCT116 bCat-KO 96.
COCCNC(=O)C(c1ccccc1)N(Cc1cccs1)C(=O)Cn1nnc2ccccc21 (centres undefined) was read as Phagocyt inh 0, Measles CPE 3, E-sel TNF inh -16, HCT116 PTEN-null 95, BB579 growth dn -9, MRP-1 activ -3.2, NPY Y2 blocker 2, Yeast lifespan up -15, GALR2 blocker -15 and HCT116 bCat-KO 112.
For Cc1nn(CC(=O)Nc2ccc(Cl)cn2)c(C)c1Br the results were Phagocyt inh -5, Measles CPE 4, E-sel TNF inh 27, HCT116 PTEN-null 96, BB579 growth dn -17, MRP-1 activ 1.9, NPY Y2 blocker 2, Yeast lifespan up -5, GALR2 blocker 2 and HCT116 bCat-KO 89.
For CCN(Cc1ccccc1)C(=O)C1CCN(C/C(C)=C/c2ccccc2)CC1 the results were Phagocyt inh 4, Measles CPE 0, E-sel TNF inh 20, HCT116 PTEN-null 88, BB579 growth dn -23, MRP-1 activ -1.6, NPY Y2 blocker 3, Yeast lifespan up 4, GALR2 blocker 3 and HCT116 bCat-KO 78.
Cc1nnc(NC(=O)C2CCCN(S(=O)(=O)c3ccccc3C(F)(F)F)C2)s1 (centres undefined) was read as Phagocyt inh 0, Measles CPE 10, E-sel TNF inh 12, HCT116 PTEN-null 93, BB579 growth dn -70, MRP-1 activ -1.0, NPY Y2 blocker 3, Yeast lifespan up -1, GALR2 blocker -1 and HCT116 bCat-KO 90.
Screening Cc1cc(C(=O)CSc2nc3ccccc3o2)c(C)n1CC1CCCO1 (centres undefined) returned Phagocyt inh -1, Measles CPE 6, E-sel TNF inh 4, HCT116 PTEN-null 63, BB579 growth dn -42, MRP-1 activ -2.2, NPY Y2 blocker 3, Yeast lifespan up -6, GALR2 blocker -14 and HCT116 bCat-KO 50.
Cc1cc(C)n(-c2nc3ccccc3c(=O)n2OCC(=O)N(C)C)n1 was read as Phagocyt inh 0, Measles CPE 3, E-sel TNF inh -8, HCT116 PTEN-null 87, BB579 growth dn -30, MRP-1 activ -0.9, NPY Y2 blocker -1, Yeast lifespan up -2, GALR2 blocker -6 and HCT116 bCat-KO 100.
For Cc1nnc(C)c2c(C)n(-c3ccc(Br)cc3)c(C)c12 the results were Phagocyt inh -1, Measles CPE 7, E-sel TNF inh -7, HCT116 PTEN-null 93, BB579 growth dn -11, MRP-1 activ -2.3, NPY Y2 blocker 0, Yeast lifespan up -6, GALR2 blocker 2 and HCT116 bCat-KO 89.
For CC(C)C(=O)NC(=S)N1CCc2ccccc21 the results were Phagocyt inh 1, Measles CPE 9, E-sel TNF inh 11, HCT116 PTEN-null 88, BB579 growth dn -63, MRP-1 activ -1.4, NPY Y2 blocker 3, Yeast lifespan up 2, GALR2 blocker -2 and HCT116 bCat-KO 84.
For CSc1ccc(/C=N/NC(=O)c2cccc(Cl)c2)cc1 the results were Phagocyt inh -1, Measles CPE 5, E-sel TNF inh -4, HCT116 PTEN-null 72, BB579 growth dn -26, MRP-1 activ -0.5, NPY Y2 blocker 3, Yeast lifespan up -5, GALR2 blocker 10 and HCT116 bCat-KO 84.
For CC(C)(C)NC(=O)C(=O)NCc1ccncc1 the results were Phagocyt inh -8, Measles CPE 15, E-sel TNF inh 22, HCT116 PTEN-null 99, BB579 growth dn -8, MRP-1 activ -2.7, NPY Y2 blocker -1, Yeast lifespan up 0, GALR2 blocker -4 and HCT116 bCat-KO 99.
Screening O=C(Nc1ccc(OCC(F)(F)C(F)F)c(C(F)(F)F)c1)c1ccccc1O returned Phagocyt inh 0, Measles CPE 4, E-sel TNF inh -66, HCT116 PTEN-null 5, BB579 growth dn -25, MRP-1 activ -4.3, NPY Y2 blocker 4, Yeast lifespan up -6, GALR2 blocker 18 and HCT116 bCat-KO 5.2*.
For CCc1nnc(NC(=O)CSc2nnc(COc3ccc(C)cc3)n2-c2ccccc2)s1 the results were Measles CPE 12, E-sel TNF inh -8, HCT116 PTEN-null 76, BB579 growth dn -42, MRP-1 activ -1.3, NPY Y2 blocker 7, Yeast lifespan up -6, GALR2 blocker -9 and HCT116 bCat-KO 80.
`COc1ccccc1C(CC(N)=O)c1ccco1` (centres undefined) gave Measles CPE 11, E-sel TNF inh -8, HCT116 PTEN-null 101, BB579 growth dn -31, MRP-1 activ -0.3, NPY Y2 blocker 1, Yeast lifespan up -9, GALR2 blocker 5 and HCT116 bCat-KO 84.
Screening Nc1nonc1C(=O)NCCNCc1cc(Br)ccc1OCc1ccc(F)cc1 returned Phagocyt inh 0, Measles CPE 3, E-sel TNF inh 4, HCT116 PTEN-null 36, BB579 growth dn -36, MRP-1 activ -1.9, NPY Y2 blocker 15, Yeast lifespan up -2, GALR2 blocker 17 and HCT116 bCat-KO 22.
`CCNc1nc(Oc2ccc(C(=O)OC)cc2)nc(SC)n1` gave Phagocyt inh 0, Measles CPE 5, E-sel TNF inh -13, HCT116 PTEN-null 94, BB579 growth dn 18, MRP-1 activ -0.8, NPY Y2 blocker 2, Yeast lifespan up -13, GALR2 blocker 2 and HCT116 bCat-KO 88.
`Cc1ccc(SCCC(=O)Nc2cccc(N(C)S(C)(=O)=O)c2)cc1` gave Phagocyt inh 1, Measles CPE 23, E-sel TNF inh 15, HCT116 PTEN-null 70, BB579 growth dn -36, MRP-1 activ -0.3, NPY Y2 blocker 3, Yeast lifespan up -12, GALR2 blocker 3 and HCT116 bCat-KO 79.
CCOC(=O)c1c(C)[nH]c(C)c1C(=O)COC(=O)c1cc2ccccc2cc1O was read as Phagocyt inh -8, Measles CPE 3, E-sel TNF inh 4, HCT116 PTEN-null 69, BB579 growth dn -22, MRP-1 activ -1.3, NPY Y2 blocker 3, Yeast lifespan up -3, GALR2 blocker 7 and HCT116 bCat-KO 76.

Compounds as they come, and some 6.1% of all compounds hit somewhere here.
